# Cneo AK release: Cryptococcus neoformans cell lysis inducers, primary screen, AK release luminescence, single concentration; C. neoformans lysis, adenylate kinase release luminescence, 4 h; normalised: neutral wells 0, clomiphene wells 100; lysis activity, % at 15 µM; 360,000 compounds, 0.2% hits; AID 651654, 2012;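 active = mean lysis activity across replicates of at least 80%, whatever share of replicates individually reach that level; inactive = mean lysis activity below 80%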
#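 Assay system: log-phase C. neoformans yeast / Quantity: yeast cell density of 5 × 10^6 cells/mL / Medium: fresh YPD growth medium / Compound: single dose / Timing: static 4 h at 37 °C with compound, 1 h detection / Measured by: adenylate kinase release luminescence / Read-out: lysis from increased AK signal / Benchmarks: Clomiphene as positive lysis control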
# PglD DTNB: C. jejuni PglD acetyltransferase inhibitors, primary screen, biochemical, DTNB colorimetric, single point; purified PglD enzyme, DTNB colorimetric CoA detection; 360,000 compounds, 0.098% hits; inhibition, % at 12.5 µM; AID 602405, 2012; UDP-N-acetylbacillosamine N-acetyltransferase PglD (Campylobacter jejuni); in the data active = inhibition above about 16%, passing the limit was not always enough; note: strong numbers were not always called active
# FN deposition inh: inhibitors of fibronectin matrix deposition, primary screen, AH1F cells, Alexa488-fibronectin fluorescence, plate reader | inhibition, % at 12.6 µM | 350,000 compounds, 0.086% hits | AID 743247, 2014 | AH1F fibroblasts, overnight;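 active = mean inhibition across replicates of 30% or more, regardless of how many single replicates reach that level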;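 note: positive control wells lacked labelled fibronectin entirely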
#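 Assay system: AH1F fibroblast monolayer, labelled fibronectin deposition. Amount: 10000 cells per well. Also added: labelled fibronectin 24 nM. Compound: single-point pinned compound. Incubation: cell attachment 1 h, compound and FN exposure overnight. Detection: fluorescence after three HBSS washes, excitation 485 nm, emission 525 nm. Read-out: inhibition of fibronectin deposition signal.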
# F508del corr: F508del CFTR correction, initial screen, CFBE line, single point | 350,000 compounds, 0.36% hits | AID 720511, 2013 | CFBE cells, YFP halide quenching; stimulated with forskolin plus potentiator P3; % fluorescence drop versus neutral controls | activity (quench increase), % at 7.58 µM;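 active = mean added fluorescence quench of at least 8% versus neutral control, with both replicates also reaching 8%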;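 note: cells transiently co-express mutant CFTR-F508del with the halide-sensitive YFP; corrector assay measuring rescue of mutant channel to the surface after 24 h compound exposure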
# GSIS activator: GLuc luminescence reporter in INS-1E cells, primary screen for activators of glucose-dependent secretion of insulin. INS-1E GLuc reporter insulin secretion, 2-3 h. activation, % at 16.6 µM. 370,000 compounds, 0.61% hits. AID 743287, 2014;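 active = lowest replicate activation of at least 40%, so every replicate reaches that level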;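 note: 0% = median of neutral control wells and 100% = median of IBMX positive control wells; some compounds called inactive have numbers as strong as hits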
# C2C12 statin: suppressors of statin myotoxicity in C2C12 myotubes, primary screen, cell-based, single point, plate reader; C2C12 myotubes + simvastatin, ATP luminescence, 48 h; scaled: DMSO 0, geranylgeraniol control 100; rescue of ATP level, % at 7.49 µM; 330,000 compounds, 0.78% hits; AID 602340, 2012;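 active = mean ATP rescue above about 67%, or every replicate alone reaching that limit, limit read from the data, passing the limit was not always enough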;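 note: myotubes were challenged with 10 µM simvastatin during compound exposure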
# miR-122 sensor: miR-122 Renilla sensor signal increase in Huh7, primary screen, miR-122 inhibitor project, cell-based, single point, plate reader; Huh7 miR-122 Renilla luciferase sensor, 48 h; neutral wells = 0, positive control = 100; activation (reporter increase), % at 12.5 µM; 340,000 compounds, 0.3% hits; AID 602342, 2012;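 active = mean replicate activation score at least 90 and every replicate individually at or above 90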;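 note: higher luciferase means less miR-122 activity so hits act as miR-122 inhibitors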
# PGC1a acetyl inh: inhibitors of PGC1a acetylation signal, primary screen, cell-based, U2OS, AlphaScreen, inhibitor mode. AlphaScreen anti-acetyl-lysine; with virally co-expressed GCN5 acetyltransferase. inhibition, % at 15.6 µM. 350,000 compounds, 0.17% hits. AID 651687, 2012;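 active = every replicate shows inhibition of at least 40%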;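 note: 0% = neutral control wells and 100% = positive control wells; some results beyond the cut were filed as inactive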
# The depositor's hits bear a star; · = no result given; & = joins results of further samples; [ ] = remark or other dose.
SMILES,Cneo AK release,PglD DTNB,FN deposition inh,F508del corr,GSIS activator,C2C12 statin,miR-122 sensor,PGC1a acetyl inh
O=C(Nc1ccc(F)cc1F)c1c(C(F)(F)F)ccnc1Oc1ccc(Cl)cc1,-4,9,-9,1.6,3,·,1,-17
Cc1n[nH]c(C)c1S(=O)(=O)N1CCCC(C(=O)NCc2ccc(F)cc2)C1 (stereo unspecified),·,·,6,-1.9,7,·,·,-4
COc1ccc(CN(C)C[C@@H]2Oc3ccc(NS(=O)(=O)c4ccc(OC)cc4)cc3CC(=O)N([C@@H](C)CO)C[C@@H]2C)cc1,-2,8,·,6.8,-7,16,7[16.7 µM],4
O=c1oc(-c2ccc(Br)cc2)nc2ccccc12,-6,9,1,-0.1,-20,5,8,·
CCOc1ccc(CN(C)C(=O)CN2C(=O)NC(c3ccccc3)(c3ccccc3)C2=O)cc1,-1,-4,6,1.9,-39,3,-10,8
CCCCOc1cccc(C(=O)NC(=S)Nc2cccnc2)c1,-1,3,3,·,1,·,6,-3
C[C@@H]1CN([C@@H](C)CO)C(=O)Cc2cc(NS(=O)(=O)c3cn(C)cn3)ccc2O[C@H]1CN(C)S(=O)(=O)c1cccs1,-1,-2,-4,0.2,39,20,-3[16.7 µM],6
Cc1cc(C(O)c2ncc(-c3ccccc3F)[nH]2)ccc1F (stereo unspecified),1,-2,-1,1.2,·,1,136*,·
CN1CCN(/N=C/c2ccc(N(C)c3ccccc3)cc2)CC1,5,·,-3,0.6,5,3,1,-3
CCCN1Cc2cccc(C(=O)Nc3ccc(C)cc3)c2C1=O,0,4,-4,·,·,-6,0,-1
CC(Oc1cc2oc(=O)c3c(c2cc1Cl)CCCC3)C(=O)NCc1ccncc1 (stereo unspecified),-1,6,-28,-3.3,-4,-4,·,·
COc1ccc(-c2ccc3c(c2)O[C@H](CN(C)Cc2cccnc2)[C@@H](C)CN([C@H](C)CO)S3(=O)=O)cc1,46,3,·,-3.0,-15,-33,·,15
CCOc1cc(-c2noc(-c3ccncc3)n2)cc(Br)c1OC,-1,-4,-6,·,·,-9,1,-10
O=C(O)c1ccc(S(=O)(=O)N2CCCc3ccccc32)cc1,1,2,-4,1.4,18,-5,·,·
CN(C)c1ccc(P(=O)(OC2CCCCC2)C(O)c2cccnc2)cc1 (stereo unspecified),0,-3,0,·,·,-9,1,-11
Cc1nonc1NC(=O)CSc1nnnn1-c1ccccc1,-1,1,3,0.9,8,1,·,·
C[C@@H]1CN([C@@H](C)CO)C(=O)c2cc(-c3ccncc3)cnc2O[C@@H]1CN(C)C(=O)C1CCCCC1,-1,-1,5,-2.7,10,-14,-7[16.7 µM],-1
COCC(=O)N(C)C[C@H]1Oc2ncc(C#CC3(O)CCCC3)cc2C(=O)N([C@@H](C)CO)C[C@@H]1C,1,1,-8,-3.6,9,15,4[16.7 µM],0
O=C(CN1CCCC1c1cccs1)Nc1cc(S(=O)(=O)N2CCCC2)ccc1Cl (stereo unspecified),-1,5,4,0.6,-44,0,2,12
COCC(=O)NC[C@@H]1[C@H](c2ccccc2)[C@@H](CO)N1C(=O)c1ccccc1,7,2,-2,1.1,23,15,-8[16.7 µM],-1
COc1ccc(S(=O)(=O)N(C)C[C@@H]2OCc3ccccc3-c3ccccc3C(=O)N([C@@H](C)CO)C[C@@H]2C)cc1,-3,4,0,-3.1,-7,·,·,-6
CC(C)NC(=O)Nc1cccc2c1O[C@H](CN(C)Cc1ccccc1)[C@H](C)CN([C@@H](C)CO)C2=O,0,1,-10,-2.1,-8,-12,-5[16.7 µM],-8
C[C@H](O)C#Cc1ccc2c(c1)O[C@@H](CN(C)C(=O)Cc1ccccn1)[C@@H](C)CN([C@@H](C)CO)S2(=O)=O,-6,0,·,-0.7,2,-5,14[16.7 µM],-1
CC1=NNC(=O)C1Oc1ccccc1 (stereo unspecified),·,·,5,2.6,10,1,·,8
C[C@@H]1CN([C@H](C)CO)C(=O)c2ccccc2-c2ccccc2CO[C@@H]1CN(C)S(=O)(=O)CC(F)(F)F,-4,-4,·,0.1,·,-2,·,4
Cc1nc2ccccc2nc1OCc1cccc([N+](=O)[O-])c1,-1,-3,·,5.1,4,6,-2,-24
CC(C)CCN1C(=O)c2ccc(C(=O)Nc3ccc(O)cc3C(=O)O)cc2C1=O,1,2,4,-0.9,8,6,-4,-6
CO[C@H]1CN(C)C(=O)c2cc(NC(=O)c3cccc(F)c3)ccc2OC[C@@H](C)NC[C@H]1C,-5,-1,9,1.8,1,-2,0[16.7 µM],-11
C[C@H](CO)N1C[C@H](C)[C@H](CN(C)C(=O)c2ccc(F)cc2)Oc2ncc(Br)cc2C1=O,5,1,2,4.0,5,0,15[16.7 µM],3
COc1ccc(CNc2ccc3c(c2)nc(C)n3C)cc1OC,0,-8,0,-0.3,2,-2,2,9
O=C(Cn1ncc2c(=O)oc3ccccc3c21)N1CCC(N2CCCCC2)CC1,-1,-2,2,0.8,·,0,0,-4
C[C@@H]1CN([C@@H](C)CO)C(=O)c2c(c3ccccc3n2C)-c2ccccc2CO[C@@H]1CN(C)S(=O)(=O)c1cccs1,0,2,-21,2.7,-22,41,·,-38
COc1cccc(C(=O)Nc2ccc3c(c2)OC[C@H](C)N(C(=O)C2CCCC2)C[C@H](C)[C@@H](OC)CN(C)C3=O)c1,·,·,6,0.8,-5,·,·,1
CN1C2C=C3C(C#N)=C(N)C(C#N)(C#N)[C@@H](c4ccc(Cl)cc4)[C@@H]3C1CC2 (stereo partly specified),-3,4,·,·,·,1,1,3
CCn1nc(NS(=O)(=O)c2cccc3nonc23)c2cc3ccc(C)cc3nc21,-3,2,·,·,·,10,7,-4
Cc1ccc(N2CCN(S(=O)(=O)c3ccc(Cl)s3)CC2C)cc1 (stereo unspecified),0,2,3,0.8,-3,0,3,-6
O=C(C[C@H]1C[C@H]2c3cc(NC(=O)Nc4ccc(C(F)(F)F)cc4)ccc3O[C@H]2[C@H](CO)O1)NCCc1ccccc1,-2,-1,-29,2.8,-4,-2,1[16.7 µM],5
O=C1NC(=Nc2ccc3ccccc3c2)S/C1=C/c1ccco1,-1,-2,-5,0.0,-8,18,-2,8
Cc1nc(CS(=O)(=O)c2ccc(Cl)cc2)cc(N2CCOCC2)n1,-1,3,·,·,18,-2,0,11
NS(=O)(=O)c1ccc(NC(=O)CN2CCN(S(=O)(=O)/C=C/c3ccccc3)CC2)cc1,12,-2,6,0.1,4,0,-1,10
CC(OC(=O)c1cc(=O)[nH]c2ccccc12)C(=O)NCc1ccccc1 (stereo unspecified),-1,-2,0,-1.0,9,8,·,·
Cc1ccc(C(=O)N(C)Cc2ccccc2)cc1S(=O)(=O)N1CCOCC1,0,-2,4,1.1,12,2,3,4
CC(=O)OCCn1c(Br)nc2c1c(=O)[nH]c(=O)n2C,-1,1,6,·,·,·,2,·
N#C/C(=C\N1CCOCC1)C(N)=O,0,-2,5,-2.8,5,·,2,-2
Cc1ccc(OCC(=O)OCc2c(C)noc2C)cc1C,0,1,12,·,-1,-3,1,1

# Three of the compounds above, with bars between the fields:
SMILES | Cneo AK release | PglD DTNB | FN deposition inh | F508del corr | GSIS activator | C2C12 statin | miR-122 sensor | PGC1a acetyl inh
COc1ccc(CNc2ccc3c(c2)nc(C)n3C)cc1OC | 0 | -8 | 0 | -0.3 | 2 | -2 | 2 | 9
O=C(Cn1ncc2c(=O)oc3ccccc3c21)N1CCC(N2CCCCC2)CC1 | -1 | -2 | 2 | 0.8 | · | 0 | 0 | -4
C[C@@H]1CN([C@@H](C)CO)C(=O)c2c(c3ccccc3n2C)-c2ccccc2CO[C@@H]1CN(C)S(=O)(=O)c1cccs1 | 0 | 2 | -21 | 2.7 | -22 | 41 | · | -38

# Continuation:
SMILES,Cneo AK release,PglD DTNB,FN deposition inh,F508del corr,GSIS activator,C2C12 statin,miR-122 sensor,PGC1a acetyl inh
C[C@@H]1CCCCO[C@@H](CN(C)CC2CCCCC2)[C@H](C)CN([C@@H](C)CO)C(=O)c2cc(NC(=O)Nc3ccc4c(c3)OCO4)ccc2O1,0,4,·,1.6,18,42,-1[16.7 µM],-3
CC(C)NC(=O)N(C)C[C@@H]1Oc2ccc(NC(=O)CCCCCC(=O)Nc3ccccc3N)cc2CC(=O)N([C@@H](C)CO)C[C@H]1C,10,-3,·,-3.1,1,-24,2[16.7 µM],6
O=C1CCc2cc(S(=O)(=O)N3CCC(C(=O)NCc4ccccc4Cl)CC3)ccc2N1,-2,-5,-4,0.2,-7,-7,-2,-16
CCC[C@@H](CN1CCC[C@H]1CN1C(N)=NC[C@@H]1Cc1ccccc1)N1C[C@@H]([C@H](C)CC)N(CCCC2CCCC2)C1=N,56,-4,·,·,·,-181,-21,-12
O=S(=O)(NCC1(N2CCOCC2)CCCCC1)c1ccc(Cl)cc1C(F)(F)F,-1,2,-2,-3.5,8,·,13,-26
CC1=CC2(C)C(C3C(C)=CC2(C)C(=O)C3(C)O)C(C)(O)C1=O (stereo unspecified),1,7,-4,0.6,·,7,0,8
NC(=O)C1CCN(C(=O)CCCCCn2c(=O)[nH]c3ccsc3c2=O)CC1,-4,-5,3,·,·,-11,·,5
O=C(CNC(=O)Cc1ccccc1)N=Nc1c(O)[nH]c2ccc(Br)cc12,4,2,4,-0.3,8,-13,·,-2
CCOc1cc(N2CCOCC2)c(OCC)cc1NC(=O)CN1CCCC(C)C1 (stereo unspecified),·,·,0,-2.1,1,-3,37,-19
O=C(COc1ccc(S(=O)(=O)N2CCCCC2)cc1Cl)N1CCCC1,4,-2,-4,-2.2,2,0,·,·
Cc1noc(C)c1NC(=O)N(C)C[C@H]1OCc2cn(nn2)CCCC(=O)N([C@H](C)CO)C[C@@H]1C,-4,-1,-19,0.4&0.2,-1&16,-1,1[16.7 µM],1
O=S(=O)(c1ccccc1F)N1CC[C@H]2[C@H](CO)Nc3ccc(-c4ccccc4F)cc3[C@H]21,-14,4,-15,3.4,-18,-9,45[16.7 µM],-2
O=C(C[C@H]1C[C@@H]2c3cc(NC(=O)C4CCC4)ccc3O[C@@H]2[C@@H](CO)O1)NCc1ccc2c(c1)OCO2,-4,1,-1,-2.5,-11,0,-1[16.7 µM],-2
CCCCN1CC(=O)N2[C@H]3c4ccc(OC)cc4OC[C@@H]3[C@H](C(=O)OCC)[C@]2(C)C1=O,0,4,3,2.1,-12,-3,·,·
CO[C@@H]1CN(C)C(=O)c2cc(NC(=O)Cc3ccccc3)ccc2OC[C@@H](C)NC[C@@H]1C,0,0,4,1.3,13,0,·,-9
C[C@@H]1CN([C@@H](C)CO)S(=O)(=O)c2ccc(-c3cccc(C#N)c3)cc2O[C@@H]1CN(C)C(=O)c1ccc(F)cc1,0&0&58,-1&1&0,10,-2.5&-1.7&0.4,-11,-4&11&4,6,3&2&0
CCOc1cc(C(=O)O/N=C(\N)c2ccccn2)cc(OCC)c1OCC,-2,3,1,2.5,15,-9,-1,·
Cc1ccc(S(=O)(=O)N2c3ccccc3-c3c(ssc3=S)C2(C)C)cc1,3,-4,-3,-2.2,·,·,-3,-25

# Assay outcomes from PubChem.
